# Bioassay records deposited in PubChem by several laboratories.
# TNF necrop inh – blocks TNF-alpha induced death of Jurkat FADD-/- cells. activation (protection from cell death), % at 10 µM. AID 463075. actives 0.068% (n = 220,000). Jurkat FADD-/- TNF necroptosis rescue, ATP luminescence, 24 h; 0 = TNF only, 100 = no-TNF cells;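 active = activation, meaning protection from cell death, of at least 50% relative to plate controls; inactive = activation below 50%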;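 note: necroptosis triggered by 40 ng/mL TNF-alpha added together with compound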
# p47phox inh – inhibitors of human p47phox binding; P14598; p47phox/p22phox peptide binding, fluorescence polarization, 2 h; inhibition, % at 24.7 µM; actives 0.53% (n = 220,000);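 active = inhibition above about 30%, limit read from the data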;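 note: 0% = p47phox with labelled peptide and 100% = labelled peptide alone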
# Target sequence (P14598 whole entry, looked up): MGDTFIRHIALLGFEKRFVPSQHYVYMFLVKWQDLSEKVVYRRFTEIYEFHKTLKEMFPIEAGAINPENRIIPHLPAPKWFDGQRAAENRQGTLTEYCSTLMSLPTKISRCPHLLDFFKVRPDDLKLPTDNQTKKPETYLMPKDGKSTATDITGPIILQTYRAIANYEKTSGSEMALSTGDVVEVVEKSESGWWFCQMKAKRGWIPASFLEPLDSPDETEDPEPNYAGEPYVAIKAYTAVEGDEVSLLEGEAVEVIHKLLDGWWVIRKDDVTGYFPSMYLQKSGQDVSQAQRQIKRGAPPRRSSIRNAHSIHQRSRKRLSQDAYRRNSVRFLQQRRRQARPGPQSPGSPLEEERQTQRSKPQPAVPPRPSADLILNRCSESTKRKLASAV
# EBV gp42 block – EBV gp42 inhibition | Q1HVG2 | Fluorescence polarization binding assay, mP read-out | inhibition, % (tested at 21.74 µM) | actives 0.42% (n = 220,000) | AID 1085; in the data active = inhibition above about 50%
# Target sequence (Q1HVG2 whole entry, looked up): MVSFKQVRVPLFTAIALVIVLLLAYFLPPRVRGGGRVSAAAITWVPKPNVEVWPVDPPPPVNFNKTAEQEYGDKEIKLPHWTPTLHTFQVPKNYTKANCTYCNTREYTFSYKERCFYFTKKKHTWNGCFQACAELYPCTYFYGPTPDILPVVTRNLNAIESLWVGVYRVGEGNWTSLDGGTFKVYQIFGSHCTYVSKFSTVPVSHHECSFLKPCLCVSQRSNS
# CHOP inhibitor – blocks CHOP induction under ER stress; actives 3.8% (n = 220,000); CHO-K1 CHOP-promoter luciferase, tunicamycin-induced, 15-18 h; inhibition, % at 10 µM; AID 2732;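 active = compounds that reduced the stress-induced luciferase reporter signal by more than about 70% of percent inhibition, limit read from the data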;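 note: 0% = tunicamycin plus vehicle and 100% = wells without tunicamycin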
# MDM2 E3 inh – Mdm2 E3 ligase (human) inhibition. Q00987. cell-based MDM2 ubiquitination luciferase reporter, 2 h; 0 = plate control, 100 = twice control, blank-subtracted. signal enhancement, % at 5 µM. actives 0.11% (n = 210,000);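 active = signal enhancement of 30% or more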;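 note: luminescence tracks abundance of the self-degrading MDM2-luciferase fusion protein; higher signal means inhibition of MDM2 E3 ligase activity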
# Target sequence (Q00987 whole entry, looked up, the tested form may be a part): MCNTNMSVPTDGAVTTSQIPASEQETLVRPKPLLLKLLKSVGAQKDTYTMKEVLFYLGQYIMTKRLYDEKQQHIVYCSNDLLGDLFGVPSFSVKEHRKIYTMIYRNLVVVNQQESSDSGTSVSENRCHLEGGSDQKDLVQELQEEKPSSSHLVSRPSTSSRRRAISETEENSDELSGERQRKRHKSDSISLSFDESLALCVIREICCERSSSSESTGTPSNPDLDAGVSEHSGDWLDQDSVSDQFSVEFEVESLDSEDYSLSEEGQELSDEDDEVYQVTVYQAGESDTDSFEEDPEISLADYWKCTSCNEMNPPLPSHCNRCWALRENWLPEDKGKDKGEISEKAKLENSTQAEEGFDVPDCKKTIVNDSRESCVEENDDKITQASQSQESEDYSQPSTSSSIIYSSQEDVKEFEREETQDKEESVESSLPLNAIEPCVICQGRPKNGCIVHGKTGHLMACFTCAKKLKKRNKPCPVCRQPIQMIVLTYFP
#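 Material: stable MDM2–luciferase fusion reporter cells / Quantity: 2000 cells/well / Dosing: single 5 µM compound dose, 0.2% final DMSO / Buffer or medium: DMEM / Schedule: 4 h cell settling then 2 h compound exposure, 37 °C / Detection: luminescence with SteadyLite reagent, 15 min at room temperature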
# zfTRPN1 agonist – activates the zebrafish TRPN1 channel | HEK293 zebrafish TRPN1-YFP, Fluo-8 calcium fluorescence; 100% = response to 87 µM carbachol | activation, % at 3 µM | actives 0.18% (n = 220,000) | AID 1424;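 active = activation above its plate's cutoff, the mean activation of test wells on that plate plus 3 SD, cut at about 19% in these data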;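 note: 0% = DMSO alone and 100% = 87 µM carbachol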
#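 System: zebrafish TRPN1-YFP in HEK293 cells / Dosing: 3 µM single point / Timing: dye loading 1 h at 37 °C, then 30 min room temperature / Signal: Fluo-8 calcium fluorescence, excitation 470-495 nm, emission 515-575 nm / Read-out basis: percent activation from peak over basal fluorescence ratio, control-normalized / Control set: high carbachol 87 µM, low DMSO alone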
# PPC-1+TRAIL kill – kills PPC-1 cancer cells in the presence of TRAIL | cell killing (% activity), % at 4 µM | actives 0.41% (n = 220,000) | PPC-1 cells + TRAIL, ATPLite viability luminescence;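 active = cell killing above 50% in the first pass at 4 µM, then a duplicate retest at 5 µM averaging 50% or more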;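 note: plate controls were cells with TRAIL plus DMSO for no effect and medium-only wells lacking cells for full effect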
# TRPML3 agonist – agonists of human TRPML3 channel; Q8TDD5; HEK293 TRPML3-YFP, Fluo-8 calcium fluorescence; 100% = the carbachol control signal; activation, % at 3 µM; actives 0.29% (n = 220,000); AID 1448;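 active = activation above its plate's cutoff, the mean activation of the plate's test wells plus 3 SD, cut at about 12% in these data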;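 note: 0% = DMSO only wells and 100% = carbachol wells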
#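 system = HEK293 cells stably carrying human TRPML3-YFP | doses = one concentration, 3 µM nominal, 0.3% DMSO | timing = dye loading 1 h 37 °C then 30 min ambient, 125 s read | detection = Fluo-8 calcium dye fluorescence, ex 470-495, em 515-575 nm | benchmarks = high control carbachol 87 µM, low control DMSO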
# Runt-SMMHC FRET – blocks binding of human RUNX1 Runt domain to CBFb-SMMHC; Q01196+Q13951; Cerulean-Runt/Venus-CBFb-SMMHC FRET ratio 530/480, 1 h; inhibition, % at 20 µM; actives 0.74% (n = 220,000);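 active = mean inhibition across duplicate retests at 20 µM reaching about 50%, limit read from the data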;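 note: 0% = DMSO wells and 100% = wells with excess untagged CBFb-SMMHC; inhibitors lower the FRET ratio by blocking Runt binding to CBFb-SMMHC; some results filed as inactive read as strong as hits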
# * hit, by the source's call; · = not tested or not shown.
SMILES,TNF necrop inh,p47phox inh,EBV gp42 block,CHOP inhibitor,MDM2 E3 inh,zfTRPN1 agonist,PPC-1+TRAIL kill,TRPML3 agonist,Runt-SMMHC FRET
CC(C)(C)c1ccc(CSc2nnc(-c3ccccc3NC(=O)c3ccccc3)o2)cc1,3.3,-1.2,-7.6,35.2,-6.0,-0.2,7.2,1.1,1.6
COc1ccc(NC(=O)CCN2CCN(S(=O)(=O)c3ccc(OC)cc3)CC2)cc1,2.6,-3.3,-9.1,-23.2,-12.2,-1.1,-1.8,0.1,0.6
Cc1ccccc1NC(=O)c1onc2c1CCCC2,-3.1,0.3,-20.9,-15.8,-16.8,-1.0,15.8,-0.8,-11.1
OCCN1CCN(c2ncnc3nc[nH]c23)CC1,0.3,-4.6,2.8,-3.3,-8.6,-0.6,2.2,0.1,2.5
N/C(=N\OC(=O)c1ccc(Br)o1)c1cccnc1,0.3,1.8,-11.3,0.3,18.9,1.0,20.1,0.1,-2.1
Cc1noc(C)c1S(=O)(=O)N1CCC(C(=O)NCCN2CCC(C)CC2)CC1,0.4,-11.3,-22.5,36.5,-6.2,0.1,3.0,-0.8,-0.6
CC(C)Sc1snnc1-c1ccccc1,-1.1,-2.3,-3.6,25.9,-12.9,0.5,-14.7,0.2,-1.2
O=C(Nc1ncccn1)C1c2ccccc2Oc2ccccc21,0.1,3.0,-22.9,37.8,-5.6,-1.2,8.7,0.1,-1.5
CCOC(=O)C1CCN(S(=O)(=O)c2cccc(-c3cn4cccnc4n3)c2)CC1,-1.9,-7.5,-1.0,48.0,-14.1,3.9,25.7,2.1,3.6
O=[N+]([O-])c1ccc2nc(CN3CCCCC3)[nH]c2c1,35.1,·,-10.5,-5.2,-9.8,-0.6,9.8,1.4,-2.5
S=c1[nH]nc(Cn2cnc3ccccc32)n1-c1ccccc1Cl,-0.5,-3.4,-15.1,1.9,-6.8,2.5,12.6,0.0,-3.1
CC(=O)N1CCN(Cc2nc(-c3cccc(Cl)c3)no2)CC1,1.0,-8.5,-16.5,-1.5,1.9,2.0,-4.9,1.1,0.8
COc1ccc(NS(=O)(=O)c2ccc(/C=C/C(=O)O)cc2)cc1S(=O)(=O)N1CCOCC1,-0.3,1.0,-7.7,14.3,0.3,-0.3,12.1,0.1,-0.7
Cc1ccc(C(=O)NC(Cc2c[nH]c3ccccc23)C(=O)O)cc1 (centres undefined),1.0,-4.3,-3.9,2.9,-7.0,0.5,23.2,0.5,-2.8
COc1ccc(Oc2nc(SC)nc3ccsc23)cc1,-7.5,40.6*,3.3,31.7,-13.1,-1.5,1.7,-0.8,-3.2
OCCN1CCN(CCOc2cccc(Cl)c2)CC1,0.9,-3.5,-21.8,13.8,1.7,-2.0,18.5,0.3,-1.2
O=C(Cn1c(S(=O)(=O)Cc2ccccc2)nc2ccccc21)N1CCCCC1,-3.4,-8.2,11.9,-2.1,-6.8,-0.6,4.9,0.6,1.5
O=C1c2ccccc2-c2onc3ccc(Oc4ccccc4)c1c23,-17.7,-78.6,-36.4,106.3*,19.6,-0.4,27.6,0.4,-67.6
CC(=O)c1cc2c(cc1N(C(=O)Cn1nnc3ccccc31)C(C(=O)NCCC(C)C)c1cccnc1)OCO2 (centres undefined),0.0,-5.7,-9.3,-11.6,-3.2,1.1,1.2,0.5,0.4
CCc1c(C)[nH]c(=S)c(C#N)c1C,-1.0,-1.7,-16.2,29.2,-6.8,1.3,16.5,0.2,-0.2
CCOC(=O)C1CCCN(c2cc(C)nc3cc(-c4ccc(Cl)cc4)nn23)C1 (centres undefined),-1.3,-36.9,-6.1,-8.5,-4.2,0.4,9.8,0.5,-2.5
Cc1nn(-c2ccccn2)c2c1C(=O)CC(C)(C)C2Br (centres undefined),-2.4,5.0,-5.6,14.5,-6.5,-0.5,-12.5,0.1,-7.3
Cc1cc(C)cc(NC(=S)NC(=O)CCN2C(=O)c3ccccc3C2=O)c1,-1.5,6.7,2.2,50.6,-10.3,1.1,5.9,0.0,2.7
Cc1ccc(NC(=O)c2sc3nc(N)c(C#N)cc3c2N)cc1,-3.3,-26.9,-10.9,-25.7,-18.5,0.4,12.5,0.1,6.1
CON=C1CCN(c2ncc(C(F)(F)F)cc2Cl)CC1,-1.8,-4.6,-9.4,29.4,6.9,2.4,6.2,1.4,0.3
COC(=O)c1ccccc1NC(=O)C1CC(c2ccc(F)cc2)=NO1 (centres undefined),3.0,-1.0,-23.1,14.6,·,-2.5,8.7,0.0,-0.5
O=C(O)CN(Cc1ccccc1)S(=O)(=O)c1ccc2c(c1)OCCO2,-1.0,-1.4,7.5,-15.2,-14.4,0.1,18.4,0.6,-4.3
Cn1[nH]c(=O)c(Cl)c(Cl)c1=O,0.4,-9.2,-6.7,31.6,-14.3,-0.8,-5.8,0.6,-0.7
COc1ccc(N(CC(=O)NCCSCc2c(F)cccc2Cl)S(C)(=O)=O)cc1OC,-0.2,-10.9,-17.8,-5.5,4.6,0.2,-11.9,0.9,2.0
COc1ccc(C(=O)N/N=C(\Cc2ncc[nH]2)c2ccccc2)cc1,-0.2,-5.5,-1.8,48.0,-7.8,-1.8,-3.6,0.8,1.0

# Some of the entries above in a different format.
mol	TNF necrop inh	p47phox inh	EBV gp42 block	CHOP inhibitor	MDM2 E3 inh	zfTRPN1 agonist	PPC-1+TRAIL kill	TRPML3 agonist	Runt-SMMHC FRET
Cc1nn(-c2ccccn2)c2c1C(=O)CC(C)(C)C2Br (centres undefined)	-2.4	5.0	-5.6	14.5	-6.5	-0.5	-12.5	0.1	-7.3
COc1ccc(C(=O)N/N=C(\Cc2ncc[nH]2)c2ccccc2)cc1	-0.2	-5.5	-1.8	48.0	-7.8	-1.8	-3.6	0.8	1.0

# More records.
SMILES,TNF necrop inh,p47phox inh,EBV gp42 block,CHOP inhibitor,MDM2 E3 inh,zfTRPN1 agonist,PPC-1+TRAIL kill,TRPML3 agonist,Runt-SMMHC FRET
COc1ccc(CSc2nc(C)cc(=O)[nH]2)cc1,-2.9,-3.9,3.9,-35.3,-15.3,-0.8,-0.9,-0.3,-1.2
CCOC(=O)Cn1c(=O)c2c(nc(Br)n2Cc2ccccc2Cl)n(C)c1=O,-7.1,10.2,-3.9,26.0,-0.1,0.7,7.0,1.3,1.5
O=C(O)CCc1ccc(-c2ccc(F)cc2)n1NC(=O)c1ccco1,-0.6,-14.6,-17.6,1.1,-6.3,0.0,-15.0,0.5,9.6
CC(Oc1ccccc1)C(=O)Nc1ccccc1F (centres undefined),-1.1,-6.5,-7.7,15.5,-16.4,0.1,20.7,0.1,-0.6
O=C(Nc1ccccc1)c1ccc(S(=O)(=O)N(CCO)CCO)cc1,0.6,-2.9,-18.4,-6.5,-4.8,1.8,-5.1,1.2,-1.5
COc1ccc(C2(C(=O)Nc3c(C)n(C)n(-c4ccccc4)c3=O)CCCC2)cc1OC,-1.8,-2.1,-7.3,-13.1,·,0.1,-12.2,0.9,1.9
CNS(=O)(=O)c1cccc(C(=O)OCC(=O)Nc2ccccc2F)c1,0.1,3.0,-5.2,3.8,-2.6,1.8,29.1,0.9,-1.0
O=C(O)C1CC=CCC1C(=O)N1CCCC1 (centres undefined),-0.7,-12.7,7.1,1.2,-13.7,-0.5,1.3,1.3,-1.6
CCOc1ccc(N2C(=O)CC(N3CCOCC3)C2=O)cc1 (centres undefined),-0.4,-10.4,-8.5,14.1,4.3,0.2,21.0,0.4,-6.8
CCSc1nc(O)cc(=O)n1CC,0.0,-7.6,8.4,-0.5,-87.2,0.3,-6.4,0.8,-0.8
O=C(N/N=C/C(Br)=C\c1ccccc1)c1n[nH]c2c1CCC2,-18.5,-18.0,-17.0,·,-2.5,1.0,37.4,0.2,-2.9
Cc1cccc(NC(=O)c2ccccc2NC(=O)CCC(=O)O)c1,0.1,-8.1,-15.1,38.0,-8.7,2.0,25.5,0.4,-1.6
CCOC(=O)N1CCN(C(=O)c2cnn3c(C(F)(F)F)cc(-c4cccs4)nc23)CC1,-1.5,-6.9,-7.7,5.5,-6.7,1.1,-2.4,0.2,2.4
COc1ccc(CCNC(=O)CSCc2n[nH]c(=O)[nH]2)cc1OC,-1.4,-2.1,-0.1,-0.9,-3.5,2.4,30.3,0.5,0.3
Cc1cc(C)cc(OCc2ccc(C(=O)N3N=C(C(F)F)CC3(O)C(F)F)o2)c1 (centres undefined),1.1,0.1,2.0,102.1*,15.7,-0.6,8.4,0.1,2.3
COc1ccc(-c2coc3cc(O)cc(O)c3c2=O)cc1OC,0.1,3.2,5.7,-19.8,-12.1,1.3,-7.1,-0.2,1.9
O=C(Oc1ccc(C(=S)N2CCCCC2)cc1)c1ccccc1,2.3,5.2,-16.3,14.7,-17.1,-0.3,21.6,0.2,0.8
C(=NC12CN3CN(CN(C3)C1)C2)c1ccc2c(c1)OCO2,1.0,-16.5,-24.0,24.7,3.9,1.1,1.1,0.8,-2.1
Cn1c(=O)[nH]c(=O)c2c1nc(N1CCCCC1)n2CCCSc1nc2ccccc2s1,-3.8,-5.2,-1.9,37.3,-11.4,-2.9,7.5,-1.1,12.7
O=C(NC1CCCC1)C1=COCCO1,0.9,-9.3,-4.4,14.1,2.3,-0.5,9.3,0.3,-5.2
Cn1c(CN2CCCC2)nc2cc(NS(=O)(=O)c3ccc(Cl)cc3)ccc21,-0.2,-1.4,-10.3,5.0,-11.5,4.4,-3.8,2.9,2.2
COc1cc(C(=O)NNC(=O)c2ccc(S(=O)(=O)N3CCCCC3)cc2)cc(OC)c1OC,3.1,2.5,-1.4,-0.2,-24.2,0.6,14.3,-0.3,-1.4
COc1ccc(Cl)cc1NC(=O)CC(C)c1ccccc1 (centres undefined),-0.2,-7.8,8.7,56.7,-9.8,-1.2,9.6,0.1,-1.1
CCOc1ccc(OCC)c(NC(=O)Cn2c(C)nc3ccccc3c2=O)c1,0.8,-4.5,-18.3,-2.3,-7.2,0.7,27.8,0.3,-3.8
O=C(O)c1ccc(/C=C2\SC(=S)N(Nc3ccccc3)C2=O)cc1,1.7,-19.0,3.6,-10.9,-3.9,1.4,10.1,0.4,1.9
COc1ccc(-n2c(SCc3cccnc3)nc3c(c2=O)SCC3)cc1OC,-1.4,1.6,-12.3,33.4,-1.4,1.3,33.5,0.8,-4.1
NS(=O)(=O)c1cccc(NC(=O)CN2CCN(Cc3ccc4c(c3)OCO4)CC2)c1,1.7,-13.7,2.5,9.6,-0.1,0.2,-3.0,1.0,-0.7
O=C(/C=C/c1ccccc1[N+](=O)[O-])Nc1ccccc1,-0.5,-4.7,3.3,-8.1,-23.7,-2.2,17.7,-0.2,0.8
Cc1cccc(NC(=O)CSc2nnc(NC(=O)CN3CCOCC3)s2)c1,0.3,-7.3,-8.2,-0.2,-16.2,1.5,-4.4,1.2,-2.2

# An unsorted share of the library; 5.9% or so of the library scored in one or more.
